TDP1 cell noCPT – qHTS for Inhibitors of human tyrosyl-DNA phosphodiesterase 1 (TDP1): qHTS in cells in absence of CPT; DT40 Tdp1-/- hTDP1 cells, no CPT, ATP luminescence, 48 h; actives 15% (n = 420,000); Potency, µM (top dose mostly 46.2 µM), for the others: at the top dose activity change, negative = growth inhibition, usual class: inhibitors; AID 686978, 2013; active means well fitted inhibition curve with a large enough effect; inconclusive means small, poorly fitted or top-dose-only effect; further: nearly all actives have a fitted effect of over 55% in size
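Growth kinetics read by CellTiter-Glo luminescence after ≥48 hr at 37 °C. Cells: DT40 Tdp1-/- stably carrying human TDP1, 400 per well, compound exposure in the absence of CPT (DMSO vehicle).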
Starred values were filed as active, the others as inactive; ? = inconclusive; & = joins results of further samples. On the % scale 0 is the no-effect control and ±100 the full control effect; potency means the concentration at half of the fitted maximal effect.

SMILES	TDP1 cell noCPT
Fc1cccc(Cc2c(-c3ccccc3)nc3c(Cl)cc(C(F)(F)F)cn23)c1	?
O=C(NCc1ccc(Cl)nc1)c1csc([C@@H]2O[C@H](CO)[C@H](O)[C@H](O)[C@H]2O)n1	8%
CCOC(=O)C1(C)CCCN1C(=O)c1ccc2ccccc2c1 (centres undefined)	18µM*
O=S(=O)(O)c1ccc(SCc2ccccc2)nc1	11%
COc1ccccc1NS(=O)(=O)c1cc(C(=O)NC2CCN(Cc3ccccc3)CC2)ccc1C	?
COc1ccc(Br)c(Cn2c(C)c(C(=O)NCCC#N)sc2=O)c1	-24%
CC(C)(C)OC(=O)N(CCc1ccccc1)Cc1ccccc1OCc1cccc(NC(=O)C2CCC2)c1	13µM*
CCOC(=O)C[C@H]1c2cc(C(F)(F)F)ccc2S(=O)(=O)N1C(C)C	?
COc1ccc(NC(=O)CSc2nnc(CN3CCOCC3)n2C)cc1Cl	10%
Cc1ccc(SCC(=O)N2CCN(c3ccc(F)cc3)CC2)cc1	-28%
O=C1Nc2ccccc2-n2nnnc2C1N1CCN(c2ccc(C(F)(F)F)cc2[N+](=O)[O-])CC1 (centres undefined)	16µM*
COc1ccccc1OCC(=O)Nc1ccc(C(=O)Nc2ccccc2C(=O)O)cc1	?
COP(=O)(OC)OC(C(=O)c1ccccc1)c1ccccc1 (centres undefined)	19%
CCCn1c(C)cc(C(=O)CN2C(=O)NC3(CCCCCC3)C2=O)c1C	6.5µM*
CCc1nc2ccc(C(=O)Nc3cccc(OC)c3)cn2c1N(CC)CCN(C)C	3%
O=C(O)/C(=C/c1ccc(Cl)c([N+](=O)[O-])c1)c1ccc(S(=O)(=O)N2CCCCC2)s1	-17%
Cc1ccc([C@@H]2C[C@H]3[C@@H](CN2S(=O)(=O)c2ccc(Cl)cc2)C(=O)C[C@@H](c2cccc(Cl)c2)N3S(=O)(=O)c2ccc(C)cc2)cc1	?
O=C1O[C@H](CO)[C@@H](O)[C@H](O)[C@H]1O	-7%&-6%
CCN(CC(=O)NCc1cccs1)C(=O)c1cccc(S(=O)(=O)Nc2ccc(F)cc2)c1	?
CCOC(=O)Cn1cccc1-c1nc(-c2ccc(OC)cc2)c(-c2ccc(OC)cc2)s1	1%
CC(=O)Oc1ccc(-c2cc3ccccc3oc2=O)cc1	-11%
CC(C)NC(=O)c1cn(C2CCC(NC(=O)C(C)(C)C)CC2)nn1 (centres undefined)	-12%
CCc1nc2c(OCc3c(C)noc3C)cccn2c1N(C=O)Cc1ccccc1	21µM*
CCOC(=O)N(C)c1c(CC)nc2c(OCc3ccc(S(C)(=O)=O)cc3)cccn12	-20%
CCc1nc2ccc(C(=O)Nc3cccc(OC)c3)cn2c1N(CCC(C)C)CCN(C)C	-100%
COc1ccc(NS(=O)(=O)c2cccc(C(=O)NCC(c3ccc(OC)cc3)N3CCCCC3)c2)cc1 (centres undefined)	-29%
C=C1CCN([C@H](C(=O)O)C(C)C)S(=O)(=O)c2ccccc21	8%
O=C(O)C1CC2C3CC(C(=O)O)C(C3)C2C1 (centres undefined)	-13%
Cc1ccc(S(=O)(=O)N2CCOCC2)cc1NC(=O)COC(=O)C1CCC1	-11%
O=C(C(=O)c1cc(Br)ccc1O)c1cc(Br)ccc1O	23µM*
Oc1cc(-c2nc3ccccc3s2)cc2c1OCCN(Cc1cccn1-c1nccs1)C2	?
CCCCCC(=O)N1C[C@@H](O)[C@H](n2cc(COC(=O)c3ccccc3)nn2)C[C@@H]1c1ccc(OC)cc1	-2%
CSCc1cc(C(=O)NC2CC2)c(N)s1	?
COc1cccc(CNC(=O)c2cc3c(c(-c4cccc(-c5cccc(C#N)c5)c4)n2)[C@H](CCO)N(S(=O)C(C)(C)C)C3)c1 (some centres undefined)	15µM*
CC(=O)N1CCN(C(C(=O)Nc2c(C)cccc2C)c2cccc(F)c2)CC1 (centres undefined)	1%
Cn1c(=O)c2[nH]c(C=Cc3ccc4c(c3)OCO4)nc2n(C)c1=O	-16%
CCCCSCc1nc2nc(Cl)c(Cl)nc2[nH]1	18µM*
CCc1nc2c(OCc3ccc(OC(F)F)cc3)cccn2c1N(C)C(=O)c1ccco1	?
COc1ccc(C(=O)N2C=Cc3ccccc3C2C(N)=O)cc1 (centres undefined)	?
Clc1cccc(Cc2c(-c3ccco3)nc3ccc(Br)cn23)c1	23µM*

Entries listed so far that have a cyano group:
SMILES	TDP1 cell noCPT
COc1ccc(Br)c(Cn2c(C)c(C(=O)NCCC#N)sc2=O)c1	-24%
COc1cccc(CNC(=O)c2cc3c(c(-c4cccc(-c5cccc(C#N)c5)c4)n2)[C@H](CCO)N(S(=O)C(C)(C)C)C3)c1 (some centres undefined)	15µM*

Next records.
SMILES	TDP1 cell noCPT
CC1CC(=Cc2ccc([N+](=O)[O-])cc2)C(=O)O1 (centres undefined)	-19%
CC(C)[C@H](NC(=O)c1ccco1)C(=O)Nc1ccc(N2CCCCCC2)cc1	-2%
COc1ccccc1C1CN(CCNC(=O)c2sccc2Cl)Cc2ccccc2O1 (centres undefined)	-2%
CC(C)CNc1ncnc2c1ncn2[C@H]1CN(Cc2cccc3ccccc23)C[C@@H](CO)O1	?
CCOC(=O)[C@H](CS)NCCN[C@@H](CS)C(=O)OCC	-7%
CN(Cc1ccncc1)C(=O)[C@@H]1CCCN1C(=O)[C@@H]1CCCN1	-15%
COc1ccccc1NC(=O)N(O)C1(C#N)CCCCC1	-4%
CCC(=O)NCCc1nc(-c2ccccc2)no1	-12%
CCC1NC(=O)c2cc3ccccc3cc2-n2c1nc1ccc(F)cc1c2=O (centres undefined)	23µM*
O=C(Nc1ccc(F)c(Cl)c1)c1cc(C2CCCCN2C(=O)CCc2ccccc2)on1 (centres undefined)	?
CCCNC(=O)C1(C)CCN(C(=O)c2cc(C)n(C(C)(C)C)n2)C1 (centres undefined)	-15%
COC(=O)CCCn1cc(CN2CC(N3CCN(Cc4ccccc4F)CC3)CS2(=O)=O)nn1 (centres undefined)	-25%
CC(=O)Nc1ccc2c(c1)-c1ccc(F)cc1C2=O	?
C[C@H](O)[C@@H]1C(=O)N2CCc3ccc(-c4cccc(F)c4)cc3[C@@H]2C[C@@H]1N(C)S(=O)(=O)c1ccccc1	?
Cc1ccc(C)c(C(O)c2ncc(-c3cccc4ccccc34)[nH]2)c1 (centres undefined)	?
COc1ccccc1Cc1c(-c2ccc(C#N)cc2)nc2c(Cl)cc(C(F)(F)F)cn12	15µM*
COc1ccc(C#Cc2ccc(C3=CC(=O)CC(C)(C)C3=O)cc2)cc1	16µM*
Cc1ccc(CNc2ncnc3sc(C(=O)N4CCCCC4c4cccnc4)c(C)c23)o1 (centres undefined)	?
c1ccc2c(c1)Sc1cnccc1N2CC1CO1 (centres undefined)	10µM*
C[C@H]1CN([C@@H](C)CO)S(=O)(=O)c2ccc(Br)cc2O[C@@H]1CN(C)C(=O)Cc1cccnc1	5%

A second format for 4 compounds above.
SMILES: CCOC(=O)[C@H](CS)NCCN[C@@H](CS)C(=O)OCC
  TDP1 cell noCPT = -7%
SMILES: CN(Cc1ccncc1)C(=O)[C@@H]1CCCN1C(=O)[C@@H]1CCCN1
  TDP1 cell noCPT = -15%
SMILES: COc1ccccc1NC(=O)N(O)C1(C#N)CCCCC1
  TDP1 cell noCPT = -4%
SMILES: CCC(=O)NCCc1nc(-c2ccccc2)no1
  TDP1 cell noCPT = -12%

The list continues.
SMILES	TDP1 cell noCPT
COc1ccccc1CNC(=O)C[C@@H]1CC[C@H]2[C@@H](COC[C@H](O)CN2Cc2ccccc2)O1	-8%
Nc1ccn([C@@H]2O[C@H](CNC(=O)[C@H]3CCC(=O)N3)[C@@H](O)[C@H]2O)c(=O)n1	-7%
CCCCCCN1C[C@@H](O)[C@H](n2cc(-c3ccc(F)cc3)nn2)C[C@@H]1c1ccccc1	?
COCCN1C(=O)COc2ccccc2C1C(=O)Nc1c(C)cccc1C (centres undefined)	-17%
CCS(=O)(=O)N1Cc2cc(C(=O)N(C)C)nc(-c3cccc(-c4ccc(F)cc4)c3)c2[C@@H]1CCO	-25%
CN(C)C(CNC(=O)c1cccc(S(=O)(=O)N2CCN(c3ccccc3)CC2)c1)c1ccccc1 (centres undefined)	?
CNc1cc(-c2ccc(CC#N)cc2)ncn1	-8%
Oc1ccccc1-c1n[nH]c(-c2ccccc2O)n1	5.2µM*
c1ccc(Cn2nnc3c(N4CCCCC4)ncnc32)cc1	8.9µM*
CC(=O)N1Cc2cc(C(=O)NCC(F)(F)F)nc(-c3cccc(-c4cccnc4)c3)c2[C@H]1CCO	-19%
CC1(Oc2ccccc2)CCN(Cc2csc3ccccc23)C1 (centres undefined)	?
O=C(C[n+]1cccc(Br)c1)c1ccc(F)cc1	0%
O=C(/C=C/c1c(Cl)cccc1Cl)NCCCn1ccnc1	-32%
OCC[C@H]1C[C@H](O)[C@@H](O)[C@]2(CCCCO2)O1	-6%
Cc1ccc(CNC(=O)[C@H]2O[C@@H](n3cnc4c(N)ncnc43)[C@H](O)[C@@H]2O)o1	-2%
CCN(CC)CCN(C)C(=O)c1ccc(-c2ccccc2)nc1N(C)C	-17%
O=C(CC(NC(=O)c1ccccc1)c1ccccc1)OCc1nc(-c2cccc(Cl)c2)no1 (centres undefined)	-16%
Cc1ccc(F)cc1C(=O)N1CCOCC1c1cc(C(=O)Nc2ccccc2)no1 (centres undefined)	?
O=C(NCc1cccs1)c1ccc2sc([C@@H]3O[C@H](CO)[C@H](O)[C@H](O)[C@H]3O)nc2c1	0%
OC[C@@H]1CN(Cc2cccs2)C[C@H](n2cnc3c(NC4CCC4)ncnc32)O1	-17%

The last 4 entries of the section above are carried over, then new ones follow.
SMILES	TDP1 cell noCPT
O=C(CC(NC(=O)c1ccccc1)c1ccccc1)OCc1nc(-c2cccc(Cl)c2)no1 (centres undefined)	-16%
Cc1ccc(F)cc1C(=O)N1CCOCC1c1cc(C(=O)Nc2ccccc2)no1 (centres undefined)	?
O=C(NCc1cccs1)c1ccc2sc([C@@H]3O[C@H](CO)[C@H](O)[C@H](O)[C@H]3O)nc2c1	0%
OC[C@@H]1CN(Cc2cccs2)C[C@H](n2cnc3c(NC4CCC4)ncnc32)O1	-17%
O=C1NC(=O)C(=C2CCOC2=O)N1	6%
S=C(NN=Cc1ccccn1)Nc1ccccn1	1.5µM*
O=C(NN=Cc1ccccc1O)C(O)(c1ccccc1)c1ccccc1	8.2µM*
COc1cc2nn(-c3ccccc3N)nc2cc1OC	-18%
CCC/C=C/c1ccc(CN2C(C(C)C)C(=O)N(Cc3cn(CCOCOC)nn3)CCS2(=O)=O)cc1 (centres undefined)	?
COC[C@@H]1NS(=O)(=O)c2ccc(Br)cc2O[C@H]1c1ccccc1	?
CCOC(=O)C1(C)CCN1C(=O)c1cccc2ccccc12 (centres undefined)	?
COc1cc(/C=N/NC(=O)c2cccc(C)c2)ccc1OCC(=O)Nc1ccccc1	18µM*
O=C1C(=Cc2ccco2)CCC1=Cc1ccco1	16µM*
Cc1c(C(=O)N(C)Cc2nccs2)sc2ncnc(NCC3CCCO3)c12 (centres undefined)	?
Cn1ccc2c(-c3ccc(C(N)=O)cc3)cc3c(c21)C1CCC3O1 (centres undefined)	?
CCC1CN(Cc2cn[nH]c2-c2ccccc2)Cc2cc(OC)ccc2O1 (centres undefined)	18µM*
CC(c1ccc(N(C)C)cc1)c1ccnc2ccccc12 (centres undefined)	?
Cn1ccc2c(N3c4ccccc4CCc4ccccc43)cc3c(c21)C1CCC3C1 (centres undefined)	5.2µM*
O=C(NCCN1CCC(n2c(=O)[nH]c3ccccc32)CC1)c1ccc(Cl)cc1Cl	?
COc1ccncc1-c1ccc(C2=CC(=O)CC(C)(C)C2=O)cc1	?
c1ccc(N=Nc2ccc3cccccc2-3)cc1	?
CC(=O)Nc1cnc(-c2ccccc2C(F)(F)F)cn1	-28%
O=C1NC(=O)C(Cc2ccccc2)(C2CCN(Cc3cccn3-c3cccnc3)CC2)N1 (centres undefined)	-18%
O=C(Nc1c(-c2ccc(Cl)cc2)[nH][nH]c1=O)c1ccccc1Cl	9%
COc1ccc(S(=O)(=O)Nc2cccc(S(=O)(=O)N(C)C)c2)cc1[N+](=O)[O-]	-7%
COc1ccccc1C1CN(Cc2cccc(O)c2)Cc2ccccc2O1 (centres undefined)	16µM*
Nc1nc(-c2ccccc2Cl)cs1	-27%
COC(=O)N1CCCCC1c1cc(C(=O)NCc2ccccc2)no1 (centres undefined)	0%
CC1C(O)=C(c2ccccc2)P(=O)(Cc2ccccc2)C1C (centres undefined)	-5%
CCc1nc2c(OCCc3cccc(OC)c3)cccn2c1N(C=O)Cc1ccccc1	?
O=C(COC(=O)c1ccccc1)NCC1COc2ccccc2O1 (centres undefined)	-1%
CCN(CC(=O)NC(C)(C)C)C(=O)c1cccc(S(=O)(=O)N2CC3(C)CC2CC(C)(C)C3)c1 (centres undefined)	?
CCCCn1nnnc1C(c1cc2ccccc2o1)N(C)Cc1ccccc1 (centres undefined)	23µM*
Cc1cccc(NC(=O)c2cccc(NC(=O)c3ccco3)c2)c1C	?
Cc1ccc2nc(-c3ccc(F)cc3)c(CC3CCCCC3)n2c1	?
COc1ccc(NC(=O)c2ccc(NC(=O)CN3CCN(c4ccc(O)cc4)CC3)cc2)cc1	?
C[C@@H]1CN([C@@H](C)CO)S(=O)(=O)c2ccc(Br)cc2O[C@@H]1CN(C)S(=O)(=O)c1cn(C)cn1	-20%
Cc1cc(=O)n2c(nc3ccccc32)s1	-17%
CCCCCC(=O)N1C[C@@H](O)[C@H](n2cc(-c3ccc(F)cc3)nn2)C[C@@H]1c1ccc(OC)cc1	?

A portion of the library (hit frequency here may not be typical).
